Mtb FBA inh = inhibitors of M. tuberculosis fructose-bisphosphate aldolase; 360,000 tested, 2.3% active; P9WQA3; inhibition, % at 1 µM; purified M. tuberculosis FBA, fluorescence read-out; in the data active means inhibition above about 27%;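 further: 0% = vehicle and 100% = reference inhibitor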
GDH-TPI inh = inhibits GDH-TPI coupling enzymes, artifact for Mtb FBA screen; GDH-TPI coupled enzyme counterscreen, NADH absorbance; inhibition, % at 4.8 µM; 360,000 tested, 1.2% active; AID 588335; in the data active means inhibition above about 30%;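 further: 0% = DMSO wells and 100% = wells lacking the enzyme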
Mtb UGM inh = Mtb UDP-galactopyranose mutase inhibition | 320,000 tested, 0.06% active | inhibition, % at 10 µM | AID 504406 | purified UGM, fluorescence polarization probe displacement; in the data active means inhibition above about 10%, passing the limit was not always enough
FadD28 FP inh = M. tuberculosis FadD28 bisubstrate binding inhibition; AID 588549; 360,000 tested, 0.22% active; FadD28 bisubstrate probe binding, fluorescence polarization; inhibition, % at 12.5 µM; in the data active means inhibition above about 8.5%, passing the limit was not always enough
BioA inh = inhibitors of Mycobacterium tuberculosis BioA enzyme | purified M. tuberculosis BioA enzyme, plate reader | inhibition, % at 9.99 µM | 360,000 tested, 0.096% active | AID 602481; in the data active means inhibition above about 40%
TcdB GH inh = inhibitors of Clostridioides difficile toxin B glycohydrolase; TcdB glycohydrolase enzymatic assay, plate reader; inhibition, % at 9.99 µM; 350,000 tested, 0.24% active; AID 652162; in the data active means inhibition above about 10%
Target sequence (P18177 whole entry, looked up): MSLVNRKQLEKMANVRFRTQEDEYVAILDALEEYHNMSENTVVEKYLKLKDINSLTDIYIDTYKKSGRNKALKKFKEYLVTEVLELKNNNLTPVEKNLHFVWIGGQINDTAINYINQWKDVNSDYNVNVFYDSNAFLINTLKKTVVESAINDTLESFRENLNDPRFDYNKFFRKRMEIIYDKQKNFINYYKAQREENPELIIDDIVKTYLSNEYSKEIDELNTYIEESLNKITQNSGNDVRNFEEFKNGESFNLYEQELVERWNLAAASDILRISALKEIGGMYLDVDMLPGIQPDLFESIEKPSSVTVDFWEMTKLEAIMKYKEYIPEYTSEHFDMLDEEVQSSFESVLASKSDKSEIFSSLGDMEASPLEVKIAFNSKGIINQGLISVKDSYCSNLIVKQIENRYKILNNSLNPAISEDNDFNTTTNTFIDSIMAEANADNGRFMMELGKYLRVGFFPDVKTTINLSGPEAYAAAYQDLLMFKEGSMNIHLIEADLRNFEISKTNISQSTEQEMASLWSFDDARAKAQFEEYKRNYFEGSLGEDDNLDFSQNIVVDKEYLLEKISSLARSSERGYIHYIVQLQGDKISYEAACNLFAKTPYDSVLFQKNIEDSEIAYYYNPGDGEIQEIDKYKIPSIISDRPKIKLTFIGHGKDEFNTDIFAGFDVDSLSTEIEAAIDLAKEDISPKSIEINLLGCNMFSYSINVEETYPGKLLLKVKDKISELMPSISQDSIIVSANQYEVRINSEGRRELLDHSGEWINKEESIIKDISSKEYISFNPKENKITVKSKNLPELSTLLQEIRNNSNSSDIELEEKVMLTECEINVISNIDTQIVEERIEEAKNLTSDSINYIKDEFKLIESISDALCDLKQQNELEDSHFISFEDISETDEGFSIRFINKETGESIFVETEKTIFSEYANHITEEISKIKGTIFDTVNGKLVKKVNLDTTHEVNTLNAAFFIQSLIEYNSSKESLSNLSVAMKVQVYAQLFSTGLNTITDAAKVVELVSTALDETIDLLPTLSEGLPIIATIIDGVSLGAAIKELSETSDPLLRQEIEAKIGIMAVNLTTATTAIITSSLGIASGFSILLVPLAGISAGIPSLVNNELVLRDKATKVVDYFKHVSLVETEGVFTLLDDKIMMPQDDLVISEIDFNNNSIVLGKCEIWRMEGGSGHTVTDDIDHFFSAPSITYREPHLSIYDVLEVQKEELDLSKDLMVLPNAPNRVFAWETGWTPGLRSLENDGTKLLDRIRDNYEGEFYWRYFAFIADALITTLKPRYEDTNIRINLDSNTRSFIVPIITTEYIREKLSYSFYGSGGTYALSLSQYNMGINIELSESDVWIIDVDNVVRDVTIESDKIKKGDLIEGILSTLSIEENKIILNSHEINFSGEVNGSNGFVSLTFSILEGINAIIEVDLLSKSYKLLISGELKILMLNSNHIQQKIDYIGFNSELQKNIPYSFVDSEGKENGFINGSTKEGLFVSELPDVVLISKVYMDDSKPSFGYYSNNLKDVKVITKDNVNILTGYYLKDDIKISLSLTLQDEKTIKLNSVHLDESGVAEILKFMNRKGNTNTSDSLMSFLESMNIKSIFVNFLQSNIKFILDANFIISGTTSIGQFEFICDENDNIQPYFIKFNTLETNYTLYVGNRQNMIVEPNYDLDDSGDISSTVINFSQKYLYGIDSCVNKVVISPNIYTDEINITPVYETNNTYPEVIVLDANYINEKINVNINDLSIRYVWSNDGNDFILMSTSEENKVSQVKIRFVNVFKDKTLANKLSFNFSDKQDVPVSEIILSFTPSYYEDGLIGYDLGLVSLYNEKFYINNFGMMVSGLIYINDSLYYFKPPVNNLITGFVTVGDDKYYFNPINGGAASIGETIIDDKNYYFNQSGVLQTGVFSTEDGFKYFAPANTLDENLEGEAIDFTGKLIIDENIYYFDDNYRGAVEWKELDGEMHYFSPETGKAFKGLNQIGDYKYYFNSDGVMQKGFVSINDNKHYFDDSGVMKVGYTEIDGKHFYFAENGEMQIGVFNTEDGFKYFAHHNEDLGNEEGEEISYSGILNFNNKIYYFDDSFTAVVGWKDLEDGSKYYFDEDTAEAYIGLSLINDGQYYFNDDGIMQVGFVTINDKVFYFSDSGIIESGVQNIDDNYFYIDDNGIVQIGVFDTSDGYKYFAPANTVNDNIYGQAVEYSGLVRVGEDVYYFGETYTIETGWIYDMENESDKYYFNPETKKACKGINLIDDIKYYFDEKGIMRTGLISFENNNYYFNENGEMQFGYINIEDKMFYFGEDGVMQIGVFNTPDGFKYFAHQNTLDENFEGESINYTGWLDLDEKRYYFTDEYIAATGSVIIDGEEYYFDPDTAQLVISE
Y pestis TopoI = blocks Yersinia pestis topoisomerase I activity; activity, % at 10 µM; Y. pestis Topo-I cleavage product accumulation, plate reader; 360,000 tested, 0.064% active; in the data active means activity above about 50%, passing the limit was not always enough; further: inactives centre near 2
BH1578 lux ind = quorum light induction in luxS cqsA deficient V. cholerae; V. cholerae BH1578 lux reporter, luminescence, 6 h; activation, % at 18.7 µM; 350,000 tested, 0.16% active; AID 588436; in the data active means activation mostly above about 9.7%, no sharp cut-off; further: not every result past the cut was called active; inactives centre near 0; reference of the scale not given here
PfHsp40 yeast = restores yeast growth despite PfHsp40 toxicity | AID 504582 | S. cerevisiae expressing PfHsp40, growth rescue, ATP luminescence | 340,000 tested, 0.68% active | growth rescue, % at 12.5 µM; in the data active means growth rescue above about 28%, passing the limit was not always enough;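 further: yeast W303a lacking pdr1 and pdr3 grown in galactose medium; growth measured after three days at 30 °C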
Starred values were filed as active, the others as inactive; i = inactive; / = not tested or not shown.

SMILES	Mtb FBA inh	GDH-TPI inh	Mtb UGM inh	FadD28 FP inh	BioA inh	TcdB GH inh	Y pestis TopoI	BH1578 lux ind	PfHsp40 yeast
COc1ccc(/C=C2\SC(=O)N(CCNC(=O)CCS(=O)(=O)c3ccc(C)cc3)C2=O)cc1	3	33*	2.7	-1.6	/	/	-1	-0.4	0.2
COc1cc(/C=N/NC(=O)CNC(=O)c2ccncc2)ccc1OC(C)=O	1	-7	1.3	-0.9	0.0	0.2	-3	-0.2	0.9
c1ccc(OCCCc2nc(-c3ccccn3)no2)cc1	0	3	-2.6	-0.7	0.9	/	9	i	-1.5
Cc1ccccc1-c1cc2nc(NCc3ccccc3F)n(C)c(=O)c2s1	-1	16	/	-1.1	0.1	0.2	11	-0.4	/
CC(=O)c1cccc(NC(=O)COC(=O)c2ccc3c(c2)OCCO3)c1	-1	-3	-1.4	2.8	-1.0	0.1	-10	-1.3	0.5
CCOC(=O)c1c2c3c(c(Cl)ccc3[nH]c1=O)C(=O)c1ccccc1-2	-2	16	/	-0.9	/	0.2	8	0.0	0.4
O=C(c1ccncc1)N1CCN(C(=O)c2ccco2)CC1	2	6	-0.7	0.6	-1.2	/	4	/	0.3
CCOc1ccc(/C=N/NC(=O)Cc2csc(Nc3cccc(C(F)(F)F)c3)n2)cc1	0	1	0.6	-6.2	-0.8	/	0	-8.3	0.3
Cc1csc(NC(=O)C2=COCCO2)n1	3	1	0.1	-0.7	-1.4	0.4	2	1.2	0.0
COC(CN(C)C(=O)c1cn(C)c2ccc(S(=O)(=O)N(C)C3CCCCC3)cc2c1=O)OC	1	8	0.4	-1.7	0.7	2.0	-2	1.0	0.3
COCCNC(=O)c1ccc2c(c1)NC(=O)CS2	-1	-6	3.4	-1.2	/	/	0	-0.7	-0.6
Nc1ccc(C(=O)N2CCN(S(=O)(=O)c3ccc(Br)cc3)CC2)cc1[N+](=O)[O-]	3	-4	0.4	-2.6	/	0.5	-1	i	0.2
CCOc1ccccc1N1CC(C(=O)Nc2ccc3c(c2)OCCO3)CC1=O (stereo not drawn)	4	-5	0.5	-1.5	0.2	1.3	-12	i	-0.6
O=[N+]([O-])c1ccc(CSc2ccc(S(=O)(=O)N3CCOCC3)cn2)cc1	-2	7	/	-4.6	0.4	0.7	6	i	-0.8
COc1cc(NC(=S)N2CCCCC2C)c(OC)cc1Cl (stereo not drawn)	-12	3	2.7	-1.9	/	-0.5	6	i	-1.8
CC(=O)NNC(=S)NC(=O)c1ccc(C)cc1	4	7	-0.9	-0.5	/	0.6	11	-0.3	-0.5
COCCNC(=O)C1(C)CCN(C(=O)c2ccc(OC)c(F)c2)C1 (stereo not drawn)	-3	-1	/	-1.6	0.1	-0.9	1	0.1	/
N#Cc1c(N)nc(SCC(=O)C23CC4CC(CC(C4)C2)C3)c(C#N)c1-c1ccc(Cl)cc1	9	5	0.7	-2.8	/	/	4	i	-0.4
CCCNC(=O)C1(CC2CC(c3ccccc3)=NO2)CCN(C(=O)OC(C)(C)C)CC1 (stereo not drawn)	1	7	0.4	-4.3	-1.0	-4.6	7	i	1.0
O=C(CN1C(=O)C2C3CC(C(Br)C3Br)C2C1=O)N1CCN(Cc2ccccc2)CC1 (stereo not drawn)	-1	-1	0.7	-0.6	-0.3	1.3	0	-1.1	0.2
Cc1nonc1NC(=O)CSc1ccc(-c2ccccc2)nn1	3	2	3.4	-2.2	2.0	/	-2	0.1	-1.1
O=CNc1ccccc1Oc1ccccc1	-3	3	-1.4	-0.7	0.0	/	0	i	0.4
CCC(OC(=O)c1ccco1)C(=O)NC1CCCC1 (stereo not drawn)	3	0	1.1	-1.6	-0.9	-4.1	-8	-0.1	0.0
C/C(CCc1ccccc1)=N\NC(=O)COc1ccccc1C	-7	-7	0.4	-4.5	/	0.0	15	i	-2.0
C(=NOCc1ccccc1)c1cccnc1	1	-10	/	1.5	-0.4	-0.3	7	i	3.3
CC(CC(=O)Nc1ccccc1)NCCCN1CCCC1=O (stereo not drawn)	1	20	0.2	-2.3	/	-0.2	-3	i	-0.7
CCSc1ccccc1C(=O)Nc1ccc(S(=O)(=O)NC(C)=O)cc1	-2	1	2.1	-2.8	0.0	1.4	2	-0.1	1.3
CCc1nc2sc(C(C)=O)c(N)c2c2c1CCCC2	19	10	-1.9	-1.1	4.4	1.6	10	-0.6	/
Cn1nnc(NC(=O)c2ccc(C(C)(C)C)cc2)n1	0	0	0.8	-2.1	-1.9	/	2	-0.3	0.0
Cc1cccc(NC(=O)NN2CCN(C)CC2)c1C	-3	-11	1.3	-1.8	-0.5	2.2	-6	i	-0.1

Rewritten with two lines to a compound: entries from further up.
Screens in order – Mtb FBA inh, GDH-TPI inh, Mtb UGM inh, FadD28 FP inh, BioA inh, TcdB GH inh, Y pestis TopoI, BH1578 lux ind, PfHsp40 yeast
O=CNc1ccccc1Oc1ccccc1
    -3, 3, -1.4, -0.7, 0.0, /, 0, i, 0.4
CCC(OC(=O)c1ccco1)C(=O)NC1CCCC1 (stereo not drawn)
    3, 0, 1.1, -1.6, -0.9, -4.1, -8, -0.1, 0.0
C/C(CCc1ccccc1)=N\NC(=O)COc1ccccc1C
    -7, -7, 0.4, -4.5, /, 0.0, 15, i, -2.0
C(=NOCc1ccccc1)c1cccnc1
    1, -10, /, 1.5, -0.4, -0.3, 7, i, 3.3
CC(CC(=O)Nc1ccccc1)NCCCN1CCCC1=O (stereo not drawn)
    1, 20, 0.2, -2.3, /, -0.2, -3, i, -0.7
CCSc1ccccc1C(=O)Nc1ccc(S(=O)(=O)NC(C)=O)cc1
    -2, 1, 2.1, -2.8, 0.0, 1.4, 2, -0.1, 1.3
CCc1nc2sc(C(C)=O)c(N)c2c2c1CCCC2
    19, 10, -1.9, -1.1, 4.4, 1.6, 10, -0.6, /
Cn1nnc(NC(=O)c2ccc(C(C)(C)C)cc2)n1
    0, 0, 0.8, -2.1, -1.9, /, 2, -0.3, 0.0
Cc1cccc(NC(=O)NN2CCN(C)CC2)c1C
    -3, -11, 1.3, -1.8, -0.5, 2.2, -6, i, -0.1

The results go on.
SMILES	Mtb FBA inh	GDH-TPI inh	Mtb UGM inh	FadD28 FP inh	BioA inh	TcdB GH inh	Y pestis TopoI	BH1578 lux ind	PfHsp40 yeast
CCC(C)(C(=O)NC1CCCCC1)N(C(=O)CNC(C)=O)c1c(C)n(C)n(-c2ccccc2)c1=O (stereo not drawn)	-2	1	2.7	-1.4	0.6	/	-6	i	-1.9
COc1ccc(NC(=O)CNCc2ccc(Cl)cc2)cc1S(=O)(=O)N1CCOCC1	-2	4	1.2	-2.8	0.3	0.9	9	-0.4	-1.5
COc1ccc(NC(=O)c2nc3nc(C)cc(C(F)F)n3n2)cc1OC	0	-1	-1.2	1.4	0.2	-4.2	-1	2.0	0.5
CCOc1ccc(CCN2C(=S)N([C@@H](CC(C)C)CN3CCCC3CN3C(=S)NC[C@@H]3Cc3ccc(O)cc3)C[C@@H]2Cc2ccccc2)cc1 (stereo partly drawn)	5	38*	/	-3.4	-1.6	-2.2	2	i	0.0
COc1ccc(NC(=S)NC2CC3CCC(C2)N3Cc2ccco2)cc1 (stereo not drawn)	1	0	3.3	0.5	/	-1.0	-6	-0.3	-0.7
COc1ccc(CCN2CCCC(CN(C)Cc3cc(OC)ccc3OC)C2)cc1 (stereo not drawn)	2	0	-0.6	-0.3	-3.7	-0.7	9	0.2	-0.6
COc1cc(NC(=O)C2CCN(c3cnccn3)CC2)cc(OC)c1OC	-1	7	1.9	-0.9	-0.9	0.3	-5	-3.8	-1.3
Fc1cccc(-c2n[nH]c(=S)n2-c2ccccc2)c1	5	-9	2.1	-1.6	0.2	1.0	-17	i	0.3
CC(C)(C)NC(=O)COC(=O)c1ccc(F)cc1Cl	-1	-2	-2.5	-1.3	/	0.7	7	0.5	-1.0
COc1ccc(CCN2C(=O)N[C@@H](C(C)C)C2=O)cc1	7	-7	2.0	-1.8	-0.9	0.6	-9	-0.6	0.2
CC(Oc1ccc2c3c(c(=O)oc2c1)CCC3)C(=O)NCc1cccnc1 (stereo not drawn)	12	16	-3.2	-0.8	/	4.9	-1	i	-1.4
COCc1ccc(C(=O)NCC2(N3CCCCC3)CCCCC2)cc1	1	-2	-2.0	-3.4	-1.3	1.6	2	i	-0.6
Cc1ccc(S(=O)(=O)N2CCOCC2)cc1C(=O)N1CCN(S(=O)(=O)c2cccs2)CC1	0	16	-1.4	0.3	1.2	1.3	-6	i	-0.6
COc1ccc(/C=N/Nc2nc(C)cc(=O)[nH]2)cc1OC	2	30	1.4	-1.0	-2.3	0.7	-5	1.0	-0.8
Fc1ccc(CN2CCN(C(c3ccccc3)c3ccccc3)CC2)cc1	-5	-15	-2.1	-5.2	1.7	0.3	22	i	-0.1
O=C(OCC(=O)N1CCCCC1)c1ccc2c(c1)C(=O)N(Cc1ccco1)C2=O	0	7	3.1	0.1	-1.4	1.8	9	-1.1	-0.7
O=C(c1ccccc1)N1CCN(C(=S)NCc2ccco2)CC1	-1	-3	-0.8	-1.7	-0.2	0.9	7	0.6	-0.1
Cc1[nH]c(=S)[nH]c(=O)c1CCCO	-5	-4	-1.3	-3.5	/	1.3	4	-0.2	-1.1
COCCN(C(=S)Nc1cccc(C)c1C)C(C)c1ccco1 (stereo not drawn)	-1	8	4.4	-3.2	/	2.6	8	i	-0.9
O=C(CN1C(=O)NC2(CCc3ccccc32)C1=O)NCC(=O)Nc1ccc(F)cc1 (stereo not drawn)	0	-7	-0.6	-2.8	0.1	1.2	-1	-0.2	-1.2
COc1ccccc1C(=O)Nn1cnc2ccccc2c1=O	0	2	-0.1	-1.1	0.8	0.1	5	i	-1.1
COc1ccccc1C=C1SC(=S)NC1=O	6	28	/	-0.8	/	11*	-6	1.2	0.4
Cc1cc(C(F)F)n2nc(C(=O)NCc3ccccc3F)nc2n1	2	7	-0.3	-2.4	2.9	/	-4	i	1.3
COc1nc(-c2ccccc2)ccc1-c1noc(-c2ccccc2)n1	3	1	0.8	-2.7	-1.9	/	8	i	-0.4
Cc1ccc(C)c(Cn2nnc3c(=O)[nH]c(C4CCCN(C(=O)C5CCC5)C4)nc32)c1 (stereo not drawn)	-2	1	0.5	-1.9	1.5	1.9	42	i	0.9
COc1ccc(S(=O)(=O)NC2CCCCCC2)c(OC)c1	3	17	-0.5	-2.7	-0.7	-0.1	8	-0.1	0.3
O=C(O)CN1C(=O)C(=O)N(Cc2ccc(Cl)c(Cl)c2)C1=O	1	7	1.5	2.1	0.9	0.5	-1	-0.5	0.5
Cc1ccccc1OCCC(=O)Nc1cc(S(=O)(=O)N2CCCCC2)ccc1N1CCN(C)CC1	-1	-1	/	-0.5	-1.6	-1.2	5	-2.7	0.0
O=C(N=C1SCC(=O)N1c1ccccc1Cl)c1ccco1	0	2	-0.6	-1.9	-1.7	-1.5	0	3.7	-0.4
CCOC(=O)C1=C(C)N(CCCCCC(=O)O)C(=O)NC1c1ccc(Br)cc1 (stereo not drawn)	0	8	-2.0	-1.0	-0.3	-1.1	2	i	-0.1
COCC(=O)Nc1ccccc1-c1ccccc1	7	-3	0.6	-1.6	/	0.8	5	-0.1	-0.2
COc1cc(/C=N/NC(=O)c2ccc(O)cc2)ccc1OCC(=O)Nc1cccc([N+](=O)[O-])c1	1	28	-1.1	-3.6	0.0	1.9	-6	3.8	1.3
COC(=O)C(NC(C)=O)(Nc1cc(C)ccn1)C(F)(F)F (stereo not drawn)	6	-14	1.0	-1.3	-0.7	0.5	4	0.3	0.7
Cc1ccc(C)c(NC(=O)CCC(=O)NNC(=O)c2cccc([N+](=O)[O-])c2)c1	3	-2	0.6	1.1	0.1	/	5	-2.4	-0.8
Cc1noc(C)c1COC(=O)CNC(=O)c1ccc(Cl)cc1	3	2	-1.0	-0.6	0.8	1.4	9	2.9	1.3
O=S1(=O)CCC(NC(=S)NC2CCS(=O)(=O)C2)C1 (stereo not drawn)	1	0	3.4	-1.2	0.7	0.4	-7	2.8	-0.5
CC1=C(C)NC(=S)SC1	-1	6	-0.5	-2.3	0.4	/	-8	i	0.3
CCOc1cc(S(=O)(=O)N2CCCCC2)ccc1F	1	-3	/	-1.2	-5.1	2.9	2	-0.1	2.8
CC1CCC(n2c(=S)[nH]c3ccccc3c2=O)CC1 (stereo not drawn)	2	10	-3.3	-0.1	0.5	/	-1	i	0.1
